Screening results (PubChem)
PME-1 inh: blocks human protein phosphatase methylesterase 1; inhibition, % at 5.9 µM; 320,000 tested, 0.53% active; Q9Y570; AID 2130; recombinant PME-1, FP-Rh probe fluorescence polarization;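 active means inhibition above the campaign mean of all compounds plus 3 SD, cut at about 26% in these data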;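 further: competitive labeling of PME-1 active site by serine hydrolase directed probe; 0% = PME-1 with DMSO and 100% = wells lacking PME-1 enzyme; inhibitors block probe labeling so polarization falls and inhibition rises; many of its hits are not listed in these tables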
pPAFAH inh: inhibitors of human plasma PAF acetylhydrolase (pPAFAH); recombinant pPAFAH, FP-rhodamine probe fluorescence polarization; inhibition, % at 3.39 µM; 330,000 tested, 1.5% active; AID 463082;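 active means inhibition above the mean inhibition across the screen plus 3 SD, cut at about 25% in these data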;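 further: inhibitors block binding of the rhodamine activity-based probe so polarization drops; 0% = enzyme with DMSO and 100% = wells lacking pPAFAH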
GLD-1 RNA inh: GLD-1-TGE RNA interaction inhibition (C. elegans). Q17339. purified GLD-1 + fluorescein TGE RNA, fluorescence polarization. inhibition, % at 5.96 µM. 320,000 tested, 0.44% active. AID 2280;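 active means percent inhibition above a per-plate cutoff, the plate mean of test compounds plus 3 SD, cut at about 30% in these data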;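 further: 0% = DMSO wells with GLD-1 and probe and 100% = wells lacking GLD-1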
MCL1 BIM primary: inhibitors of human MCL1 binding to BIM-BH3 peptide. inhibition, % at 10.9 µM. AID 2057. 320,000 tested, 0.68% active. GST-MCL1 / FITC-Bim-BH3 fluorescence polarization;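 active means inhibition above the mean inhibition of all tested compounds plus 3 SD, set per campaign, cut at about 40% in these data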;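 further: 0% = DMSO wells and 100% = unlabeled Bim-BH3 peptide control; higher means more loss of mP so more displacement of Bim peptide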
MEX-5 binding: C. elegans MEX-5 TCR-2 RNA binding activity; Q9XUB2; MEX-5/FITC-TCR2 RNA binding, fluorescence polarization; active compounds read low; activity score (negative = inhibition of binding), % at 10 µM; 300,000 tested, 0.38% active; AID 1832;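 active means inhibition past about -25% in most replicates, and total fluorescence under double the plate's negative control median, limit read from the data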;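 further: 0% = DMSO and -100% = 5 µM competing unlabeled TCR2 RNA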
Target sequence (Q9XUB2 whole entry, looked up): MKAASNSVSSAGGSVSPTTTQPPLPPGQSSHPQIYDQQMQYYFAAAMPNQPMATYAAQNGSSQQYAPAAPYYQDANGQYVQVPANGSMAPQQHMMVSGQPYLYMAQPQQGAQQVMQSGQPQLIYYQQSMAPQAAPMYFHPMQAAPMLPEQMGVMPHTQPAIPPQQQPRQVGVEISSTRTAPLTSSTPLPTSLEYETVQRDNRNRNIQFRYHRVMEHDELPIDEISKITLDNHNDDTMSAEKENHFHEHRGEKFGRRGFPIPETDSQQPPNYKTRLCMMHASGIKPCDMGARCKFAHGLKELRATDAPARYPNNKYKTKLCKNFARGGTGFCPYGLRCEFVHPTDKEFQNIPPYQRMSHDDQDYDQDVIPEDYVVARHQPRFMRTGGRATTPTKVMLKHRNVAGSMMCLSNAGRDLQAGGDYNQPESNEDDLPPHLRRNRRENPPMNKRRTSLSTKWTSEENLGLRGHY
AHR activator: activators of human aryl hydrocarbon receptor | AHR-responsive luciferase reporter cells, luminescence | activation, % at 5 µM | 320,000 tested, 2.5% active | AID 2796; in the data active means activation above about 47%;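 further: 0% = vehicle wells and 100% = reference agonist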
Fam108B inh: blocks mouse Fam108B hydrolase in RBBP9 counter-screen; recombinant Fam108B, FP-Rh probe fluorescence polarization; inhibition, % at 9.51 µM; 300,000 tested, 0.33% active;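 active means inhibition above the screen mean inhibition plus 3 SD, computed separately per campaign, cut at about 18% in these data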;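 further: inhibitors lower polarization as less probe binds the enzyme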
PAFAH1B2 FP inh: PAFAH1B2 (human) inhibition; recombinant PAFAH1B2, FP-rhodamine activity probe, fluorescence polarization; inhibition, % at 3.39 µM; 340,000 tested, 1.2% active; AID 492953;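 active means inhibition above the mean of all tested compounds plus 3 SD, cut at about 24% in these data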;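 further: 0% = enzyme with DMSO and 100% = wells lacking PAFAH1B2; many of its hits are not listed in these tables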
Target sequence (P68402 whole entry, looked up): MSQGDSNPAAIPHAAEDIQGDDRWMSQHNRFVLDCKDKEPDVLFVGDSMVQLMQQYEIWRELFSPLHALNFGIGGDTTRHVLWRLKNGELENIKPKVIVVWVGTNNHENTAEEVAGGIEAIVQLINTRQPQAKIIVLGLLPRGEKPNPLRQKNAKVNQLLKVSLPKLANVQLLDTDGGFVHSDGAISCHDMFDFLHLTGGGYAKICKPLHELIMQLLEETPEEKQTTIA
BCLXL inh: Bcl-xL (human) inhibition; 320,000 tested, 0.7% active; GST-Bcl-xL / FITC-Bim BH3 peptide fluorescence polarization; Q07817; inhibition, % at 10.9 µM;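 active means inhibition above the mean of all tested compounds plus 3 SD, cutoff set per campaign, cut at about 30% in these data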;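 further: 0% = DMSO wells and 100% = unlabeled Bim-BH3 peptide competitor; inhibitors lower millipolarization by displacing the labeled peptide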
Target sequence (Q07817 whole entry, looked up): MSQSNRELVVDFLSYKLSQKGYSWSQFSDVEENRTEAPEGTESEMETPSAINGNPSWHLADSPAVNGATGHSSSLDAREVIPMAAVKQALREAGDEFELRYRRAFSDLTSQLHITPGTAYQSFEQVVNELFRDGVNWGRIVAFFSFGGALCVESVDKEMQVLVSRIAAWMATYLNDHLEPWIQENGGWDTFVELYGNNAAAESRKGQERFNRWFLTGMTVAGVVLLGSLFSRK
The depositor's hits bear a star; x = no result given.

SMILES	PME-1 inh	pPAFAH inh	GLD-1 RNA inh	MCL1 BIM primary	MEX-5 binding	AHR activator	Fam108B inh	PAFAH1B2 FP inh	BCLXL inh
O=C(NCCc1ccccc1)C1(c2ccccc2)CCCC1	-4	-3	6	6	-1.3	-1	4	13	3
COc1cccc(CNC(=O)CCS(=O)(=O)c2cccc3nonc23)c1	-1	3	-1	3	0.3	6	-2	-3	2
COc1cccc(NC(=O)c2oc3ccccc3c2NC(=O)C(C)(C)C)c1	-15	-5	7	-2	-1.3	-3	-9	-1	6
CC(=O)c1ccc(NC(=O)c2cccc(S(=O)(=O)N3CCN(C)CC3)c2)cc1	0	4	-3	10	0.6	2	1	1	4
COc1cc(/C=C(\C#N)c2nc3ccccc3[nH]2)c([N+](=O)[O-])cc1OCc1ccccc1	-21	15	-4	-29	-0.8	88*	-9	-16	-9
CCC(=O)Nc1nc(C)c(-c2csc(Nc3cccc(C(=O)O)c3)n2)s1	2	17	-5	15	-2.7	21	-2	3	12
Cn1c(SCC(=O)Nc2ccc(Cl)cc2F)nnc1-c1ccco1	-9	4	-4	-3	-0.7	-3	6	0	-4
COc1ccccc1NC(=O)c1ccc(NC(=O)COC(=O)CCC2CCCC2)cc1	4	21	0	7	0.7	8	-16	-4	2
CCn1c(CNS(=O)(=O)c2ccc(Br)cc2)nnc1SC	-2	-5	3	9	-2.1	-3	5	-6	1
O=C(NC1CCCCC1)C(c1ccc2ncccc2c1)N(Cc1ccc(F)cc1)C(=O)c1cccs1 (stereo not given)	8	2	3	3	2.5	2	1	-1	3
CC(=O)c1c(-c2ccccc2)c2cc(Cl)ccc2n(C)c1=O	5	7	0	0	-1.3	1	-1	7	0
CCCCN(CC)CCCNC(=O)CC1Oc2ccccc2NC1=O (stereo not given)	-5	-3	8	8	-2.1	2	-2	1	3
NC(=O)c1noc(C(=O)N(CC(=O)NC2CCCC2)Cc2ccc3c(c2)OCO3)c1N	-13	-4	2	7	x	5	7	6	9
COc1ccccc1NC(=O)c1ccc(NC(=O)COC(=O)CC(NC(=O)c2ccccc2Cl)c2ccccc2)cc1 (stereo not given)	-14	6	2	-15	0.3	9	-18	-9	-4
CC(C)(C)CC(=O)Nc1cc(S(=O)(=O)N2CCOCC2)ccc1N1CCCC1	-4	5	-1	-11	3.5	-1	0	6	-11
CCc1ccc(C(=O)COC(=O)c2ccco2)cc1	-1	2	1	-3	0.3	5	2	2	0
O=C(N/N=C/c1ccsc1)c1ccc2c(c1)OCO2	-1	1	7	0	x	23	x	7	-1
Cc1ccc(NC(=O)C2CCN(S(=O)(=O)c3cccc4nonc34)CC2)nc1	4	11	3	15	-3.0	8	3	6	10
O=C1C(Nc2cccc(O)c2)=C(N2CCCCC2)C(=O)c2ccccc21	13	17	71*	55*	-14	16	20*	25*	57*
CCOc1ccc2[nH]c(=O)c(CN(Cc3cccnc3)C(=O)Nc3ccccc3OC)cc2c1	0	7	-2	-3	0.1	7	-2	5	0
O=C(NCCN1C(=O)S/C(=C\c2ccccc2)C1=O)c1cc(S(=O)(=O)N2CCOCC2)c(Cl)cc1Cl	6	-3	-8	7	-6.5	1	-7	-2	3
C=C(C)CNC(=S)NN=C1c2ccccc2-c2ccccc21	-1	-1	-1	-1	1.4	92*	5	-2	-2
CC(=O)c1cc(F)c(N2CCN(C(=O)c3ccco3)CC2)cc1C	1	-2	-2	-2	2.7	12	5	7	2
O=C(CSc1nnc(-c2ccncc2)n1C1CCCCC1)Nc1ccccc1	-1	0	2	0	-0.3	2	-1	11	3
CCc1noc(C)c1C(=O)OCC(=O)NC(=O)c1ccccc1	-2	2	0	5	1.5	-2	2	6	7

Next part:
SMILES	PME-1 inh	pPAFAH inh	GLD-1 RNA inh	MCL1 BIM primary	MEX-5 binding	AHR activator	Fam108B inh	PAFAH1B2 FP inh	BCLXL inh
Cc1ccc(NC(=O)CCC(=O)N/N=C/c2coc3ccc(F)cc3c2=O)cc1	-1	2	-5	-4	0.4	2	1	4	-3
COC(=O)c1c(NC(=S)Nc2cc(OC)c(Cl)cc2OC)sc2c1CCCCC2	1	10	8	9	0.6	2	-1	8	14
O=C(Nc1cccc(-c2cn3ccccc3n2)c1)c1ccccc1	-10	2	5	4	1.0	39	0	0	8
COc1ccc(Cl)cc1S(=O)(=O)NCCCn1ccnc1	-2	-3	-5	0	-0.3	1	0	1	4
O=C(NCCCN1CCOCC1)C1CCCN(S(=O)(=O)N2CCCCC2)C1 (stereo not given)	-5	-1	0	3	0.1	1	0	1	5
O/N=C1\CCSc2ccc(F)cc21	-6	0	3	5	-3.6	5	3	1	2
Fc1ccccc1Cc1nnc2n1N=C(c1ccc(Cl)cc1)CS2	3	8	-2	0	-2.1	0	-6	2	1
CCCN(C(=O)CSc1ncccn1)C1CCS(=O)(=O)C1 (stereo not given)	x	4	0	x	x	1	x	1	x
O=C1CSC(=Nc2ccc(Cl)cc2)N1Cc1cccnc1	0	10	-2	-6	0.4	-5	-4	5	1
O=C(NC(=S)N1CCN(c2ccc([N+](=O)[O-])cc2)CC1)c1ccco1	1	4	5	11	2.1	-1	1	0	8
CCN(CC)CC(=O)Nc1c(C#N)cnn1-c1ccccc1	1	7	-10	6	2.8	12	-2	x	1
O=C(c1cccs1)N(Cc1cccc(F)c1)C1CCS(=O)(=O)C1 (stereo not given)	-4	8	6	-2	1.7	-3	2	1	2
Cc1nnc(NC(=O)CSc2nnc(NC(=O)C(C)(C)C)s2)s1	-2	2	4	5	-0.1	2	2	2	10
CC(C)CCn1cnc2c(cnn2-c2ccc(F)cc2)c1=O	-2	-1	8	-3	-0.7	5	-4	3	4
COc1ccc(N=C2SC(CC(=O)Nc3ccccc3OC)C(=O)N2Cc2ccco2)cc1 (stereo not given)	0	-2	7	-8	2.4	4	-2	-5	-2
CC(=O)c1sc(N2CCOCC2)nc1-c1ccccc1	6	8	4	-3	-0.6	4	-2	2	2
CCc1ccc(OCC(O)CN2CCN(c3ccccn3)CC2)cc1 (stereo not given)	-4	-2	2	5	-1.7	1	3	1	2
COc1ccc(NC(=O)N(C)C[C@H]2Oc3ccc(NC(=O)Cc4ccccc4)cc3C(=O)N([C@H](C)CO)C[C@@H]2C)cc1	x	4	-2	x	x	-1	x	7	x
Cc1cc(C)n2ncc(C(=O)Nc3ccc4c(c3)OCO4)c2n1	5	-5	4	7	2.3	73*	5	2	4
CC(Oc1ccc(Cl)cc1)c1ccnc(N)n1 (stereo not given)	-1	2	-6	-1	-5.1	0	-3	23	5
CN(C(=O)COC(=O)c1ccc(Cl)c(N)c1)c1ccccc1	5	1	0	-6	0.9	0	0	x	-1
Cn1c(C(=O)NCCCN2CCOCC2)cc2c(=O)n(C)c3ccccc3c21	-1	-9	1	1	-42*	18	3	3	3
CCOc1cccc(CN2CCCC(CNC(=O)c3cccc(OC)c3OC)C2)c1 (stereo not given)	-5	-6	0	-2	0.0	1	2	4	0
O=C(N/N=C/c1ccccc1)c1ccc(CN2C(=O)c3cccc4cccc2c34)cc1	-11	-11	-4	-34	2.3	13	-5	-2	-3
O=C(Nc1ccc(OCC(=O)N2CCC(Cc3ccccc3)CC2)cc1)c1ccco1	-7	8	2	9	-2.5	1	-3	1	10

The list continues.
SMILES	PME-1 inh	pPAFAH inh	GLD-1 RNA inh	MCL1 BIM primary	MEX-5 binding	AHR activator	Fam108B inh	PAFAH1B2 FP inh	BCLXL inh
CC1=NN(C(N)=S)C(=O)C1N=Nc1c(Br)cc(Br)cc1Br (stereo not given)	9	15	-3	17	-1.5	42	29*	2	6
CCN(CC(=O)NCc1cccs1)c1nnnn1-c1ccccc1	2	0	-2	3	0.7	3	-1	1	0
COc1ccc(S(=O)(=O)NCC2CCCN(C(=O)c3cccnc3C)C2)cc1 (stereo not given)	9	1	-3	4	-0.5	-2	2	2	5
CCOC(=O)C(NCc1ccccc1OC)(NC(C)=O)C(F)(F)F (stereo not given)	-7	-7	-4	-14	1.8	-2	1	0	-14
CCOC(=O)[C@@H]1[C@H]2COc3cc(OC)ccc3[C@H]2N2C(=O)N(c3ccc(C)cc3)C(=O)[C@]12C	x	2	3	x	x	0	x	5	x
COc1ccc(S(=O)(=O)Nc2ccc3c(c2)C(=O)N([C@H](C)CO)C[C@H](C)[C@@H](CN(C)S(=O)(=O)c2c(C)noc2C)O3)cc1	x	3	-2	x	x	-1	x	1	x
Cc1ccc(S(=O)(=O)N2CC(C)C(=O)CC2C)cc1 (stereo not given)	6	-1	3	3	0.2	-3	6	-4	3
Cc1cccc(NC(=O)CNC(=O)COC(=O)CCS(=O)(=O)c2ccccc2)c1C	5	6	1	-4	-5.3	0	0	5	-1
CCc1nnc(SC(C)C(=O)Nc2nccs2)n1C (stereo not given)	5	0	0	3	2.9	4	-1	-1	1
Cc1nc2ccc(NC(=O)c3cccc(S(=O)(=O)N4CCOCC4)c3)cc2s1	x	0	-12	x	x	2	x	2	x
COc1ccc(CC(=O)OCC(=O)N(CC(C)C)c2c(N)n(Cc3ccccc3)c(=O)[nH]c2=O)cc1	-1	-1	4	-5	-0.8	3	-1	7	-9
COCCN1C=C2C(=O)C(C)(OC(=O)C3CCCC3)C(=O)C(c3ccccc3)=C2C=C1CCCC(=O)OC (stereo not given)	8	-2	14	20	-3.2	0	3	10	18

Some values from the results shown.
Reading of O=C1C(Nc2cccc(O)c2)=C(N2CCCCC2)C(=O)c2ccccc21 under pPAFAH inh: 17
Reading of COc1ccc(NC(=O)N(C)C[C@H]2Oc3ccc(NC(=O)Cc4ccccc4)cc3C(=O)N([C@H](C)CO)C[C@@H]2C)cc1 under GLD-1 RNA inh: -2
Reading of CCc1ccc(C(=O)COC(=O)c2ccco2)cc1 under GLD-1 RNA inh: 1
Reading of COCCN1C=C2C(=O)C(C)(OC(=O)C3CCCC3)C(=O)C(c3ccccc3)=C2C=C1CCCC(=O)OC (stereo not given) under MEX-5 binding: -3.2
Reading of O=C(NCCN1C(=O)S/C(=C\c2ccccc2)C1=O)c1cc(S(=O)(=O)N2CCOCC2)c(Cl)cc1Cl under MCL1 BIM primary: 7
Reading of O=C(Nc1ccc(OCC(=O)N2CCC(Cc3ccccc3)CC2)cc1)c1ccco1 under BCLXL inh: 10

In the list so far, two contain a nitro group on carbon.
SMILES	PME-1 inh	pPAFAH inh	GLD-1 RNA inh	MCL1 BIM primary	MEX-5 binding	AHR activator	Fam108B inh	PAFAH1B2 FP inh	BCLXL inh
COc1cc(/C=C(\C#N)c2nc3ccccc3[nH]2)c([N+](=O)[O-])cc1OCc1ccccc1	-21	15	-4	-29	-0.8	88*	-9	-16	-9
O=C(NC(=S)N1CCN(c2ccc([N+](=O)[O-])cc2)CC1)c1ccco1	1	4	5	11	2.1	-1	1	0	8

Quoted at random: 3 entries already listed, in no set order.
SMILES	PME-1 inh	pPAFAH inh	GLD-1 RNA inh	MCL1 BIM primary	MEX-5 binding	AHR activator	Fam108B inh	PAFAH1B2 FP inh	BCLXL inh
COc1ccc(S(=O)(=O)NCC2CCCN(C(=O)c3cccnc3C)C2)cc1 (stereo not given)	9	1	-3	4	-0.5	-2	2	2	5
COc1ccc(CC(=O)OCC(=O)N(CC(C)C)c2c(N)n(Cc3ccccc3)c(=O)[nH]c2=O)cc1	-1	-1	4	-5	-0.8	3	-1	7	-9
Cc1cccc(NC(=O)CNC(=O)COC(=O)CCS(=O)(=O)c2ccccc2)c1C	5	6	1	-4	-5.3	0	0	5	-1

Some of the compounds tested (hit frequency here may not be typical).
